12-LOX inh – ALOX12 (human) lipoxygenase inhibition; Potency, µM (doses to about 108 µM), inactives show top-dose activity change, negative = inhibition, actives largely listed as inhibitors; purified 12hLO, xylenol orange hydroperoxide absorbance; P18054; 1.1% of 580,000 active; further: potency means the concentration at half of the fitted maximal effect; on the % scale 0 is the no-effect control and ±100 the full control effect
Target sequence (P18054 whole entry, looked up): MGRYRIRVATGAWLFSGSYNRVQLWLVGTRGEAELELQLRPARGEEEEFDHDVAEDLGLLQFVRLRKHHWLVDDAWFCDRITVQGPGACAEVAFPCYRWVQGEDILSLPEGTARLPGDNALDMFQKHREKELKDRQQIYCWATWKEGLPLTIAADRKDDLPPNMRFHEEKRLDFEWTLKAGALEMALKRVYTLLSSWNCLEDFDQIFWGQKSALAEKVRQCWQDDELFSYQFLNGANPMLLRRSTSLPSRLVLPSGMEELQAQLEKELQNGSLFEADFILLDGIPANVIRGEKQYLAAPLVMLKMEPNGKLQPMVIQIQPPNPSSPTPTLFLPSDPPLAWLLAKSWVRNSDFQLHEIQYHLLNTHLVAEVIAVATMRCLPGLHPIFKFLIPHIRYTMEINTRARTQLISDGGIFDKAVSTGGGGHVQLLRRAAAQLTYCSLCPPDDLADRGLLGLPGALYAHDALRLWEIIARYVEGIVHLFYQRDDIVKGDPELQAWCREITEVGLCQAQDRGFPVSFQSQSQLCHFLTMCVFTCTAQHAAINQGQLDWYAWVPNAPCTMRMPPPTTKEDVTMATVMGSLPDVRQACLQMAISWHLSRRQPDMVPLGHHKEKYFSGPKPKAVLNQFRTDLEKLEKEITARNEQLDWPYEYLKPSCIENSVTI
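Purified human 12hLO (150 nM final) in 25 mM Hepes, 0.01% Triton X-100, pH 7.0 was preincubated 15 min at room temperature with compound. Then 40 uM arachidonic acid was added, 30 min. Hydroperoxide was read by Fe-XO absorbance ratio 573/405 nm.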
Vif-APOBEC3G blk – Vif-A3G binding inhibition. HeLa A3G-eYFP + Vif (tagged APOBEC3G with the HIV-1 protein that degrades it), YFP fluorescence, overnight. Potency, µM (doses to about 46.1 µM), for the others: top-dose activity, negative = active, hits mostly inhibitors. AID 602310. Q9HC16. 0.076% of 410,000 active;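 further: potency means the concentration at half of the fitted maximal effect; on the % scale 0 is the no-effect control and ±100 the full control effect; nearly all actives have a fitted effect of over 60% in size; hits raise eYFP signal because A3G escapes Vif-driven loss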
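HeLa cells stably expressing Vif and C-terminally eYFP-tagged A3G, seeded overnight at 37 deg C, then exposed to compound by pintool overnight at 37 deg C. Rise in yellow fluorescence (Ex 488/Em 500-530, Acumen) marks blocked Vif-driven A3G degradation.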
Vif-APOBEC3F blk – blocks the Vif interaction with APOBEC3F. HeLa A3F-eYFP + Vif (tagged APOBEC3F with the HIV-1 protein that degrades it), YFP fluorescence increase. Potency, µM (highest dose often 46.1 µM), inactives show at the top dose activity, negative = active. 0.2% of 390,000 active. AID 602313; further: potency means the concentration at half of the fitted maximal effect; % of control where 0% means no effect; nearly all actives have a fitted effect of over 65% in size
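HeLa cells stably expressing A3F-eYFP plus Vif, plated and incubated overnight at 37 deg C, then exposed to compounds overnight at 37 deg C. Blocked degradation read as raised yellow fluorescence (Ex 488/Em 500-530).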
RGS4 inh – blocks human RGS4-accelerated GTP hydrolysis | P49798 | Transcreener GDP fluorescence polarization, RGS4-accelerated GTP hydrolysis | Potency, µM (titrated, usually from 114 µM), without a hit: at the top dose activity change, negative = inhibition, usual class: inhibitors | 0.039% of 390,000 active; further: potency means the concentration at half of the fitted maximal effect; on the % scale 0 is the no-effect control and ±100 the full control effect; nearly all actives have a fitted effect of over 75% in size; some results filed as inactive show a strong effect at the top dose
Target sequence (P49798 whole entry, looked up): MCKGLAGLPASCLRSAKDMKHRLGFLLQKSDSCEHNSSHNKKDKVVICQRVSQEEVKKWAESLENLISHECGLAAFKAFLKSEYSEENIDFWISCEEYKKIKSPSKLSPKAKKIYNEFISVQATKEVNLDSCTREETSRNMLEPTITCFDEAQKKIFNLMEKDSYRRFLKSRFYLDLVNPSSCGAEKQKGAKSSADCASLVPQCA
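MLSMR compounds (23 nl, pin-transferred) preincubated 10 min at room temperature with a 500nM (2x) first reagent, then RGS4 at 900nM (2x) plus Transcreener GDP mix added; fluorescence polarization (620/688 nm) read before and after 90 min at 30 °C.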
GRP78 ERSR act – ER stress response induction in glioma; U87-MG GRP78 promoter luciferase reporter, 16 h; Potency, µM, for inactives: at the highest dose activation, most hits filed as activators; 0.02% of 420,000 active; AID 602332; further: potency means the concentration at half of the fitted maximal effect; series mostly up to about 76 µM; % of control where 0% means no effect; nearly all actives have a fitted effect of over 35% in size
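Stably transfected U87-MG glioma cells carrying a GRP78-based luciferase sensor; 16 h compound incubation. Luminescence end-point read 10 min after Bright-Glo addition at room temperature.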
ERG Ets-DNA blk – inhibitors of human ERG Ets domain-DNA interaction | P11308 | fluorescence polarization, His-ERG Ets domain / labelled DNA | Potency, µM (titrated, usually from 76.9 µM), without a hit: top-dose FP activity, negative = inhibition, most hits filed as inhibitors | 0.028% of 370,000 active | AID 624246; active means well fitted inhibition curve with a large enough effect in the polarisation, with a control signal flat; inconclusive means small, poorly fitted or top-dose-only effect, or effect the other way, or a change in a side signal; inactive means no such curve, though single readings can be large or run the other way; the % refers to the polarisation;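 further: polarization taken with two DNA probes labelled with fluorescein and Texas red; potency means the concentration at half of the fitted maximal effect; % of control where 0% means no effect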
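His-tagged ERG Ets domain (1 uM in the protein solution; 300mM KCl, 50mM Tris-HCl, 1mM EDTA, 1mM DTT, pH 7.5) received compound, then a probe mix of 5 nM fluorescein-DNA and 100nM Texas-615-DNA. Fluorescence polarization was read for both dyes.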
D2 agonist – activates the human D2 dopamine receptor; P14416; HEK293 T-REx D2 cells, calcium flux agonist mode; activation, % at 2 µM; 0.53% of 340,000 active;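 active means activation over 3 SD above normal in the single-dose calcium agonist read, cut at about 30% in these data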; further: 0% is about no effect
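In this primary screen, compounds producing a positive calcium signal within 180 s of addition to tetracycline-induced, force-coupled HEK293 Trex D2 cells are flagged; cells are dye-loaded with a no-wash calcium kit beforehand.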
LDHA block – blocks human lactate dehydrogenase A. P00338. purified LDHA, NADH/diaphorase-resazurin fluorescence; active compounds read low. activity change, % (values are at about 110 or 230 µM). 0.15% of 480,000 active; in the data active means activity change below about -30%; inconclusive means mostly about -25% to -30%;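 further: plate controls were DMSO wells for no effect and wells without enzyme for full effect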
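Human LDH5 (2 nM) was incubated with 0.06 mM NADH and 0.2 mM pyruvate for 5 min at room temperature in Tris pH 7.4. Remaining NADH was coupled through diaphorase/resazurin, and resorufin fluorescence was read at 0 and 20 min.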
D2 antagonist – antagonizes the human D2 dopamine receptor | P14416 | HEK293 TREx D2 cells, calcium flux, dopamine EC80 | inhibition, % at 10 µM | 2% of 340,000 active; in the data active means inhibition above about 30%; further: 0% is about no effect
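Dopamine at EC80 is the agonist stimulus; test compounds precede it by 180 s. Calcium flux read kinetically in a force-coupled, inducible HEK293 T-REx D2 cell line.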
Starred values were filed as active, the others as inactive; ? = inconclusive; nt = no result given; & = joins results of further samples; [ ] = remark or other dose. Unless noted, the call rests on the fitted dose curve; in most records, active means well fitted curve in the direction sought with a large enough effect; inconclusive means small, poorly fitted or top-dose-only effect, or another doubt; inactive means no such curve, though single readings can be large; an effect the other way counts as inactive or inconclusive.

Results follow in this order: ERG Ets-DNA blk	12-LOX inh	Vif-APOBEC3G blk	RGS4 inh	D2 antagonist	Vif-APOBEC3F blk	LDHA block	D2 agonist	GRP78 ERSR act
CCN(CC)CCCN1C(=O)C(=O)/C(=C(/O)c2cc(C)ccc2C)C1c1cccnc1 (stereo not drawn)
  -0.5%	?	-0.8%	66.8%[activator]	-4.9	-0.9%	4.5	-0.1	-5.3%
Fc1ccccc1NC(=S)NCc1ccc(Cl)cc1
  3.4%	?	3.1%	14.4%	-2.9	0.6%	-1.7	-0.8	4.0%
Cc1ccccc1Cn1nc(C)c(NC(=O)C2c3ccccc3Oc3ccccc32)c1C
  16.2%	7.6%	-6.2%	-6.3%	0.0	-6.3%	-7.2	0.5	-3.6%
O=C(N/N=C/C=C/c1ccccc1)c1cnccn1
  2.2%	0.0%	-0.2%	-35.1%	6.5	-11.1%	2.5	-1.1	1.8%
COc1cc(C)ccc1OCc1cc(C(=O)N(Cc2nccn2C)C(C)C)no1
  -5.6%	5.9%	1.4%	-20.1%[56.9 µM]	-14.6	3.3%	0.6	0.0	-0.6%
O=Cc1cn(CC(=O)N2CCOCC2)c2ccccc12
  nt	19.0%	1.1%	8.6%	9.8	-2.0%	-1.2	-0.1	-2.3%
Cc1cc(=O)[nH]c(N/N=C/c2ccc(Cl)cc2Cl)n1
  16.8%	0.0%	0.9%	25.8%	10.4	0.2%	-2.8	-0.1	-4.0%
COC(=O)c1sc(NC(=O)c2c(-c3ccccc3)noc2C)nc1C
  -1.8%	-17.9%	-1.3%	12.3%	-1.2	-4.5%	-4.7	-1.1	-2.8%
COc1ccc(CN2CCNC(=O)C2CC(=O)N(C)CC2CCOCC2)c(F)c1 (stereo not drawn)
  -2.2%	?	1.8%	-25.8%	-5.4	-7.4%	3.0	-0.9	-3.3%
COc1ccc(NC(=O)c2ccc(COCC(F)(F)C(F)F)cc2)cc1
  -6.0%	-25.1%	-0.9%	-11.2%	5.5	-2.2%	-3.7	-1.3	-3.8%
COCCNCC(O)CON=C1c2ccccc2-c2ccccc21 (stereo not drawn)
  -10.9%	-3.9%	-0.2%	10.7%	-8.7	-21.7%	-7.2	-2.8	0.8%
CCCN1CCN(CC(=O)NCC(=O)Nc2cccc(C)c2C)CC1
  1.3%	-0.8%	2.4%	4.6%	-7.2	0.9%	-14.1	0.9	-0.2%
CNc1cncc(-c2ccccc2CO)n1
  nt	3.4%	0.0%	nt	nt	nt	-7.5	nt	-2.9%
Cc1ccc(-c2ocnc2C(=O)N2CCN(C(=O)c3cccs3)CC2)cc1
  1.7%	0.9%	0.1%	-7.2%	nt	-17.5%	-5.5	nt	0.1%
CCn1c(SCC(=O)NCCc2ccc(Cl)cc2)nnc1-c1cccs1
  1.7%	0.0%	1.8%	-13.4%	3.6	6.9%	-5.7	3.3	-3.6%
CCOC(=O)c1c(C)[nH]c(C)c1S(=O)(=O)NCC(=O)NCc1ccccc1Cl
  -0.4%	-16.8%	1.4%	-6.4%	nt	0.0%	-8.3	-0.4	-2.7%
CCOC(=O)CNS(=O)(=O)Cc1ccccc1
  -2.6%	-4.2%	2.0%&0.4%	-13.8%	17.2	-2.8%	0.1	-0.6	-2.9%&-4.7%
COc1ccc(-n2cnnc2SCC(=O)Nc2nc(C)c(Cl)cc2Cl)cc1
  -12.9%	1.8%	6.3%	-32.0%	-3.0	0.3%	-5.3	-0.3	-4.7%
COc1ccc(C)cc1NC(=O)C1CCCN(S(=O)(=O)c2ccc(-n3cnnn3)cc2)C1 (stereo not drawn)
  1.9%	-0.4%	-3.6%	-2.7%	-12.7	-6.5%	-7.0	-0.5	2.7%
COC(=O)C(Cc1cncn1COCc1ccccc1)NC(=O)OC(C)(C)C (stereo not drawn)
  2.3%	0.0%	1.3%	9.9%	3.6	-6.6%	2.1	-0.9	-0.8%
COc1ccc2cc3cc(C(=O)N4CCN(c5ccccc5F)CC4)oc3nc2c1
  -2.5%	-2.7%	4.0%	-5.9%	nt	-0.7%	-5.5	0.4	-1.7%
CC(C)COP(=O)(c1ccc(N(C)C)cc1)C(O)c1ccccc1 (stereo not drawn)
  2.1%	15.1%	0.1%	-8.5%	2.8	-4.9%	-9.9	0.9	-4.5%
COc1ccc(C(=O)Nc2ccc(N3CCN(C)CC3)cc2)cc1
  -17.9%	0.0%	-3.1%	18.7%	-1.3	13.2%	-3.7	-1.9	-4.2%
Cc1ccc(OCCOc2cccc(Br)c2)c([N+](=O)[O-])n1
  -15.5%	-23.1%	-1.3%	-1.4%	-11.4	0.5%	-3.6	1.0	4.9%
O=C1CCCN1S(=O)(=O)c1ccccc1
  -7.0%	-3.5%	-1.8%	-5.5%	10.6	4.8%	0.5	0.0	-3.4%
O=C(NCCN1C(=O)S/C(=C\c2cccnc2)C1=O)c1ccc([N+](=O)[O-])s1
  1.3%	-0.9%	-4.0%	1.4%	33.2*	-13.5%	-8.4	-0.9	-2.5%
CC(C)OC(=O)NCCOC(=O)Nc1cccc(Cl)c1
  0.4%	-4.4%	-3.5%	-35.4%	3.5	-12.3%	3.9	0.1	-5.1%
CCc1nnc(NC(=O)C2CSC3(C)CCC(=O)N23)s1 (stereo not drawn)
  -2.5%	-0.2%	2.9%	-0.8%	-20.2	-7.4%	-6.7	0.2	-6.4%
CCOC(=O)C(C(=O)OCC)C(c1ccccc1)N1CCN(c2ccccc2)CC1 (stereo not drawn)
  -3.1%	10.7%	-0.5%	-19.1%	nt	-7.5%	2.6	nt	-2.6%
C=CCN=C(NC#N)SCC(=O)c1cccc(OC)c1
  -9.7%	-18.3%	-8.7%	-10.4%	6.6	-9.1%	-2.6	0.4	1.6%
COC(=O)c1[nH]c2cc(OC)ccc2c1NC(=O)CCN1CCN(Cc2ccc3c(c2)OCO3)CC1
  -8.4%	?	-0.2%	-15.4%	4.1	1.9%	-5.7	0.2	-2.9%
O=C(N/N=C/C(Br)=C/c1ccccc1)NC1CCCCC1
  -1.4%	-13.1%	-5.9%	16.7%	9.8	-3.4%	1.7	6.0	8.3%
Cc1ccccc1C(=O)N(Cc1cccs1)C1CCS(=O)(=O)C1 (stereo not drawn)
  -0.7%	0.4%	-1.4%	-8.6%	-5.4	-6.4%	-6.0	0.8	-0.1%
CSc1ncccc1C(=O)OCC(=O)NC(C)C
  -1.5%	-3.2%	0.1%	3.6%	8.2	-10.7%	-5.7	2.8	-2.0%
O=C(NCCc1ccccc1)C1CCC(CNS(=O)(=O)c2ccc(Cl)cc2)CC1 (stereo not drawn)
  1.0%	-15.8%	6.1%	8.7%	nt	-0.3%	-14.1	0.5	0.3%
CCOc1ccc(NC(=O)c2cc(=O)[nH]c3ccccc23)cc1
  -1.2%	-10.3%&19.0%	0.6%	5.6%	-5.6	8.9%	-7.1&-3.8	-0.2	2.0%
Fc1ccc(N2CCN(c3nnnn3-c3ccccc3)CC2)cc1
  -9.4%	0.0%	-1.4%	12.4%[11.4 µM]	50.2*	1.9%	-1.3	-1.1	-2.4%
COc1ccccc1CNC(=O)CCCCn1c(=O)c2ccccc2n(Cc2c(C)cc(C)cc2C)c1=O
  14.2%	0.4%	1.6%	19.7%	nt	1.3%	-4.2	0.3	-1.1%
Cc1ccc(Nc2nc(NCC3CCCO3)nc(N)c2[N+](=O)[O-])cc1C (stereo not drawn)
  nt	1.1%	-0.8%	-14.6%	1.0	0.5%	0.1	1.3	-0.4%
CC(C)c1cccc(C(C)C)c1OCCCCCN1CCOCC1
  3.1%	?	-1.2%	5.4%	nt	-6.3%	0.5	nt	-1.9%
O=C(O)c1c(Cl)c(Cl)c(Cl)c(Cl)c1C(=O)N1CCCC1
  -4.6%	?	1.8%	-21.3%	nt	2.1%	-6.5	nt	-0.9%
CSc1ccc(S(=O)(=O)N2CCC(C(=O)NCc3cccnc3)CC2)cc1
  2.2%	1.4%	3.1%	21.2%	-18.6	0.4%	-9.4	0.6	-0.5%
CCOC(=O)c1c(C(C#N)C#N)cc(C)nc1C
  4.7%	13.5%	0.6%	-3.0%	-0.7	-8.0%	0.1	0.3	1.4%
Nc1ccc(Sc2nc3ccccc3[nH]2)cc1
  -3.1%	18.3%	0.7%	15.3%	-28.8	2.6%	-5.1	2.8	1.6%
O=C1CCN(S(=O)(=O)c2ccc(Br)cc2)CCN1
  ?	0.0%	-2.1%	-2.4%	1.2	2.6%	-3.5	-0.2	-4.6%
CC1(C)Oc2ccc3ccc(=O)oc3c2[C@@H](O)[C@@H]1O
  10.0%	2.4%	1.7%	-6.1%	9.9	-5.5%	-0.7	-0.6	-3.6%
O=c1c2c3c(sc2nc2n1CCC2)CCCC3
  18.8%	0.0%	-7.7%	-22.9%[56.9 µM]	-0.5	-15.7%	-1.9	-0.3	1.4%
COc1ccc(NS(=O)(=O)c2ccc3[nH]c4c(c3c2)CCCCC4)cc1
  2.4%	?	1.0%	-3.9%	nt	-1.6%	-6.3	-1.5	-5.5%
CCN(Cc1ccccc1)C(=O)CN1C(=O)COc2ccc(S(=O)(=O)N(CC)CC)cc21
  0.4%	-15.7%	0.4%	6.5%	nt	0.2%	-13.0	-1.4	-2.0%
COc1ccc(OC)c(CN2CCN(C(=O)c3cccc(S(=O)(=O)Nc4ccc(C)cc4)c3)CC2)c1
  2.7%	?	-0.1%	-3.0%	-13.0	-3.8%	-4.1	-0.6	-2.0%

Some of the compounds tested, so the mix of outcomes need not match the whole.
